DDE Tn7 FP inh = inhibitors of Tn7 peptide binding to human fibrin DD(E); inhibition, % at 8.3 µM; 370,000 tested, 0.13% active; FP displacement of FITC-Tn7 peptide from fibrin DD(E); 0% = median of compound wells per plate; AID 720508;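 active = inhibition above the mean of compounds falling within the control limits plus 3 SD of them, cut at about 14% in these data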;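 note: 0% = plate median of compound wells and 100% = 10 µM Aha-Tn7 peptide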
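Also added: labelled Tn7 tracer, 0.1 µM; Assay system: human fibrin DD(E) protein; Amount: 2 µM fibrin DD(E); Schedule: 10 min compound pre-incubation, 3 h probe incubation at room temperature; Repeats: one replicate per compound; Read-out basis: percent inhibition; Measured by: fluorescence polarization of the labelled Tn7 tracer.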
ADAM17 inh = ADAM17 inhibition, QFRET primary screen; P78536; recombinant ADAM17, EDANS/DABCYL FRET peptide cleavage; inhibition, % at 6.95 µM; 370,000 tested, 0.83% active; AID 720648;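 active = inhibition above the mean of compounds lying between control limits plus 3 SD, set per campaign, cut at about 8.5% in these data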;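 note: 0% = DMSO-only wells as the low control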
ASAP1 inh = ASAP1 ArfGAP inhibition; Q9ULH1; ASAP1-stimulated ARF1 GTP hydrolysis, GDP FP detection; inhibition, % at 16.5 µM; 360,000 tested, 0.19% active; AID 624377; in the data active = inhibition above about 25%;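 note: 0% = vehicle with enzyme and substrate and 100% = no enzyme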
Target sequence (Q9ULH1 325-724 limits assumed): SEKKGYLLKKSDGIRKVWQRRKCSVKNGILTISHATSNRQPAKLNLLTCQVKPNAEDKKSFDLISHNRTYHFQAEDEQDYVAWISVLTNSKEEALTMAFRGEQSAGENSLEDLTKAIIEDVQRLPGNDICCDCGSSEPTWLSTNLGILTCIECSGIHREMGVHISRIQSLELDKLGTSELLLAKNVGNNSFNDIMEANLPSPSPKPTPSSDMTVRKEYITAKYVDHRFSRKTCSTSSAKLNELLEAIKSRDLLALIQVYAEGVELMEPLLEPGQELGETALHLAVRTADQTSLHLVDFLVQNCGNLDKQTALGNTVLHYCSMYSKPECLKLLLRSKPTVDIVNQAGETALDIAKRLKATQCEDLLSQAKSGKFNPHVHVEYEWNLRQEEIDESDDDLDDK
ARFGAP1 inh = rat ARFGAP1 inhibition | Arfgap1-stimulated ARF1 GTP hydrolysis, GDP FP detection | inhibition, % at 16.5 µM | 360,000 tested, 0.26% active | AID 651572;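 active = inhibition above a per-plate limit, mean inhibition of low control wells plus 3 SD, cut at about 25% in these data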;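 note: 0% = DMSO wells with enzyme and 100% = wells lacking Arfgap1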
Target sequence (Q62848 1-136 limits assumed): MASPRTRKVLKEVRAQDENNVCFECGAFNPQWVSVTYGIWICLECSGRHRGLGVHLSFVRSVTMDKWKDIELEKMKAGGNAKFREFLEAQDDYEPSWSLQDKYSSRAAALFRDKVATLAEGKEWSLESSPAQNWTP
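Replicates: Single well per compound | Assay system: Truncated rat Arfgap1 GAP domain | Control set: No-Arfgap1 wells (100%) versus DMSO full-reaction wells (0%) | Times: Enzyme reaction 120 min at 25 °C after 20 min preincubation | Reagent: Human ARF1(Δ1-17)-GTP substrate | Measured by: Tracer-displacement fluorescence polarization with EDTA stop, 620/688 nm | Measure: Percent inhibition of Arfgap1-stimulated GTP hydrolysis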
PLCg1 inh = blocks human PLC-gamma1 enzyme activity | P19174 | 370,000 tested, 0.84% active | purified PLC-gamma1, fluorogenic substrate, fluorescence | inhibition, % at 12.2 µM; in the data active = inhibition above about 9.5%
LEDGF integ inh = blocks HIV-1 LEDGF/p75-dependent DNA integration; AID 743269; TR-FRET IN-LEDGF/p75 DNA integration, Eu/Cy5; inhibition, % at 3.7 µM; 370,000 tested, 0.64% active;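 active = inhibition above the screen-wide mean plus 3 SD, cut at about 13% in these data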;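 note: signal is the Cy5 over europium emission ratio at 671 and 618 nm; 0% = plate median of compound wells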
TDP2 inh = blocks human TDP2 phosphodiesterase activity | 370,000 tested, 0.34% active | inhibition, % at 12.8 µM | recombinant TDP2, T5PNP hydrolysis, p-nitrophenol absorbance 415 nm | O95551 | AID 720702;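 active = inhibition above the mean of all tested compounds plus 3 SD, set per campaign, cut at about 25% in these data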;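 note: 0% = DMSO with enzyme and 100% = buffer with substrate but no TDP2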
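System – recombinant human TDP2 · Amount – 120 nM TDP2 per well · Buffer or medium – Mg2+-containing Tris-HCl buffer, pH 7.5 · Reagent – T5PNP substrate, 5 mM · Dosing – 12.8 µM single point, 1% DMSO · Incubation – 2 h at 37 °C · Measured by – epi absorbance · Read-out basis – percent inhibition · Benchmarks – high control without enzyme, low control DMSO plus TDP2 · Repeats – singlicate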
proKLK7 act = proKLK7 (human) activation, primary screen; 370,000 tested, 0.9% active; activation, % at 7 µM; AID 652039; purified proKLK7, EDANS-DABCYL substrate fluorescence; 100% is mature enzyme control, 0% vehicle;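 active = activation above the mean of all tested compounds plus 3 SD, computed per campaign excluding outliers beyond control limits, cut at about 13% in these data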
Target sequence (P49862 whole entry, looked up): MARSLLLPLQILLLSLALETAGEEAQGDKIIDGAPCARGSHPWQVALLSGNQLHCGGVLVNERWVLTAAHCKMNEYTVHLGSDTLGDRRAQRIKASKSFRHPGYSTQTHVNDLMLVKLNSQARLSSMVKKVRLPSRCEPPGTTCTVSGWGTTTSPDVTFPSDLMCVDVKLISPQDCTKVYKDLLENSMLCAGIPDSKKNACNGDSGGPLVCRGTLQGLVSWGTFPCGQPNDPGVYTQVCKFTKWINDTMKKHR
DDE Tn6 FP inh = inhibitors of Tn6 peptide binding to human fibrin DD(E); P02675; Fibrin DD(E) TRITC-Tn6 fluorescence polarization displacement; inhibition, % at 8.3 µM; 370,000 tested, 0.21% active; AID 720509;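 active = inhibition above a per-campaign cutoff: mean of compounds within control limits plus 3 SD, cut at about 15% in these data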;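 note: 0% = median of all compound wells on the plate and 100% = blocking peptide control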
ADAM10 inh = ADAM10 inhibition, QFRET primary screen | O14672 | recombinant ADAM10, EDANS/DABCYL FRET peptide cleavage, 3 h | inhibition, % at 7 µM | 370,000 tested, 0.62% active;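 active = inhibition above a per-campaign cutoff equal to the mean of compounds falling between control-based bounds plus 3 SD, cut at about 20% in these data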;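 note: 0% = DMSO wells while the 100% control is not disclosed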
An asterisk follows results filed as active; . = not tested or not shown.

SMILES	DDE Tn7 FP inh	ADAM17 inh	ASAP1 inh	ARFGAP1 inh	PLCg1 inh	LEDGF integ inh	TDP2 inh	proKLK7 act	DDE Tn6 FP inh	ADAM10 inh
CC(C)C(=O)Nc1nc2ccc(S(C)(=O)=O)cc2s1	-1.4	2.4	-2.5	-0.6	2.4	0.0	-4.5	0.1	-0.2	-2.2
Cc1c(NS(=O)(=O)c2cc(C(=O)NC(C)c3ccccc3)ccc2Cl)c(=O)n(-c2ccccc2)n1C (stereo not drawn)	11.3	-6.1	-1.1	0.5	-0.1	-6.0	-9.2	-0.3	5.2	-7.2
O=C(Cn1[nH]c(=O)c2ccccc2c1=O)Nc1cccc(-c2nnc3n2CCCCC3)c1	5.0	-0.4	5.4	17.4	-1.1	-0.6	4.2	-0.2	5.2	6.2
CCCCNc1nc2c(S(=O)(=O)c3ccccc3)nnn2c2ccccc12	-5.5	-4.7	5.3	0.3	3.4	0.2	-13.3	-1.6	-2.1	-4.8
COCC(=O)Nc1ccc2c(c1)[C@@H]1C[C@H](CC(=O)NCc3ccccc3)O[C@@H](CO)[C@@H]1O2	4.3	0.9	9.5	-4.9	1.8	2.2	-2.5	-0.5	1.5	-0.9
COc1cc(NS(=O)(=O)c2cc3[nH]c(=O)c(=O)[nH]c3cc2C)cc(OC)c1OC	2.2	-1.8	2.8	-0.6	1.0	-3.9	-3.1	-0.1	-1.6	-14.3
COc1ccc(-c2cc(C(=O)Nc3c(C)nn(Cc4ccc(Cl)cc4)c3C)no2)cc1	-6.9	-1.1	9.0	-5.4	0.4	-4.3	6.8	0.0	-0.7	-3.6
COc1ccc(C/C(N)=N/OC(=O)CCc2ccccc2)cc1	-0.8	1.2	-2.2	5.2	-0.9	-0.6	-6.6	-0.6	-4.0	0.6
CC1CCN(CCCNC(=O)CN2CCN(Cc3ccc(Cl)cc3)C2=O)CC1	5.3	-1.5	-9.0	-1.6	-1.4	-4.9	-10.2	-0.4	6.6	48.6*
COC(=O)c1ccc(NC(=O)COC(=O)CCC2CCCC2)cc1	0.8	4.0	-5.1	-2.2	0.5	1.2	5.1	0.6	2.5	4.8
O=c1[nH]c(=O)n([C@H]2C[C@H](O)[C@@H](CO)O2)cc1I	5.6	-4.6	1.6	5.8	-2.5	-2.4	10.7	0.3	-6.1	-8.3
CCn1c2ccccc2c2nnc(SCC(=O)NC(CC(C)C)C(=O)OC)nc21 (stereo not drawn)	-1.5	0.5	-8.3	8.8	-0.2	3.8	-1.7	0.5	3.8	11.6
Cc1nc(-c2cccc(S(=O)(=O)N3CCCCCC3)c2)cs1	5.3	1.8	2.0	2.7	0.2	1.2	0.9	0.6	1.5	6.5
Cn1c(=O)[nH]c(=O)c2c1nc(NCCCO)n2CCCc1ccccc1	1.6	-3.3	4.9	-8.3	-1.6	1.0	10.0	-0.1	2.9	-2.9
CN1CCN(CCC(=O)Nc2ccc3c(c2)OCO3)CC1	-10.2	-0.7	-8.1	5.3	-0.9	1.0	-2.1	0.1	-3.1	-1.0
CC(C)(O)[C@@H]1CC(=O)[C@]2(C)[C@H](CC[C@@]3(C)[C@H](c4ccoc4)OC(=O)[C@H]4O[C@]432)[C@@]1(C)/C=C\C(=O)O	-2.8	2.7	-3.9	-2.7	4.8	-0.9	2.5	0.7	1.2	8.3
Cc1cc(C)c2c(CN3CCN(Cc4ccc5c(c4)OCO5)CC3)cc(=O)oc2c1C	0.8	-4.6	-6.6	-4.2	-0.1	-3.4	12.5	0.0	-2.8	1.5
CN(C)C(=O)c1cc(C(=O)c2ccc(F)cc2F)c[nH]1	-2.1	-1.7	14.2	8.1	-2.9	-0.5	-4.8	-0.9	11.1	-2.7
COc1ccccc1NS(=O)(=O)c1cccc(C(=O)NNC(=O)C(NC(N)=O)C(C)C)c1 (stereo not drawn)	0.2	4.1	-9.5	-3.2	5.5	3.5	-9.6	-0.3	3.2	10.7
CCOc1ccc(NS(=O)(=O)c2ccc(C(=O)N(C)Cc3cccc(OC)c3OC)cc2)cc1	1.0	-0.1	-2.7	8.9	-3.0	1.1	13.3	-0.1	3.1	-5.5
Cc1ccsc1/C=N/NC(=O)c1ccccn1	-0.4	-2.0	-4.5	-3.7	-4.3	-4.3	-0.6	-0.7	7.2	-7.8
CCC(C)(C)NC(=O)CN(C(=O)CCC(=O)Nc1nccs1)c1ccc2c(c1)OCCO2	8.2	-4.3	8.1	6.5	-2.7	-0.9	2.4	0.1	6.4	-4.3
O=C(COc1ccccc1)Nc1ccccc1C(=O)NCc1ccco1	4.0	-0.5	3.3	-0.4	-1.4	-1.3	-1.1	-0.5	-3.3	-4.3
COc1ccc(S(=O)(=O)C(C#N)c2nc3ccccc3nc2N2CCC(C)CC2)cc1 (stereo not drawn)	7.7	-18.6	-4.7	3.6	-49.7	-1.9	13.1	0.8	-2.5	-47.7
CC(=O)c1ccc(N2CCN(C(=O)C3CCC3)CC2)cc1	0.1	-6.1	7.4	4.5	-2.2	1.3	0.2	-0.3	-14.9	-9.6
C=CC[C@@H](CC(=O)N[C@@H](CO)Cc1ccccc1)C(=O)N[C@H](COC(=O)[C@@H](CC=C)Cc1ccc(F)cc1)Cc1c[nH]c2ccccc12	-8.5	6.8	31.9*	0.9	1.1	-1.7	-2.6	1.0	-6.2	11.6
COc1ccc(-c2cc3c(=O)n(CC(=O)NCCN4CCCC4)nc(C)n3n2)cc1	-4.1	-15.7	-13.5	-5.8	-32.0	0.6	8.0	2.8	0.1	-34.3
CC(C)(C)NC(=O)CN(C(=O)CS(=O)CC(=O)Nc1ccc(F)cc1)c1ccccc1 (stereo not drawn)	6.0	-4.3	-2.5	3.3	0.8	-2.8	-2.0	0.1	0.1	0.1
CCn1ccc(C(=O)NC2C(=O)N3C(C(=O)O)=C(C)CSC23)n1 (stereo not drawn)	-2.1	-0.9	3.5	7.0	0.1	-0.1	1.2	0.3	5.0	4.1
CCCCCOc1ccc(N2C(=O)C3C4C=CC(C3C2=O)N(C)C4=O)cc1 (stereo not drawn)	-1.5	2.6	2.1	-4.8	5.7	2.2	-21.1	0.2	-8.2	8.8
COc1ccc(CCC(=O)NC(C)C2CCCO2)cc1 (stereo not drawn)	-7.8	0.8	3.4	-4.9	-0.6	4.2	-1.7	0.2	7.6	-1.7
C(=NN=Cc1c[nH]c2ccccc12)c1c[nH]c2ccccc12	7.7	-0.4	11.2	13.9	-1.3	-1.2	-7.4	0.4	-4.8	-10.5
CCC(C)(C)NC(=O)CN(Cc1cccs1)C(=O)CCC(=O)Nc1nccs1	-2.4	-3.3	-8.0	11.1	1.8	-1.2	0.1	0.0	-2.2	-2.7
COc1cccc(OC)c1C(=O)Nc1ccc(N2CCN(S(C)(=O)=O)CC2)cc1	6.9	-0.8	-1.6	1.9	4.4	0.9	-11.5	0.0	-1.3	-5.0
COc1ccc(N2C(=O)CC(N3CCN(S(=O)(=O)c4c(F)cccc4F)CC3)C2=O)cc1OC (stereo not drawn)	3.4	1.1	-0.1	7.8	2.0	0.8	0.3	-0.4	1.0	10.5
COc1ccc(-n2c(SCC(=O)Nc3ccccc3-c3ccccc3)nnc2-c2ccccn2)cc1	1.5	5.3	.	.	10.2*	6.0	-11.6	0.3	13.3	7.4
COc1ccc(C(=O)NCC(c2ccco2)N2CCOCC2)cc1OC (stereo not drawn)	4.9	-4.2	0.2	13.5	1.4	-1.2	-4.9	0.0	-0.7	1.3
CCOC(=O)CC(NC(=O)C1c2ccccc2Oc2ccccc21)c1ccccc1Cl (stereo not drawn)	3.6	0.2	3.8	7.3	0.8	4.5	5.4	-0.3	3.7	1.2
CCc1nc(C)cn1S(=O)(=O)c1cc(C)c(OC)c(C)c1C	3.9	-3.9	-12.0	1.8	-16.2	-0.1	9.9	0.2	4.4	4.2
Cc1noc(C)c1CN1C(=O)c2ccccc2C1=O	1.8	0.8	2.4	4.9	4.0	1.9	-2.9	-0.3	-1.4	6.8
COc1ccc(Cl)c(NC(=O)Cn2nnc(-c3ccccc3N)n2)c1	4.5	7.8	-9.5	10.8	4.9	-3.9	6.7	0.3	4.0	9.0
COc1ccc(/C(N)=N/OC(=O)c2ccc([N+](=O)[O-])c(C)c2)cc1OC	-3.3	-0.2	-15.1	-5.3	2.2	-1.4	-7.2	-0.1	4.4	1.5
COC(=O)C1=C(C)C(c2ccc(OC)cc2)NC(=S)N1 (stereo not drawn)	-4.9	-1.4	-11.3	18.4	-6.4	-0.2	0.6	0.0	-6.5	0.4
COCCNC(=O)C1(C)CCCN(Cc2cc3ccccc3o2)C1 (stereo not drawn)	2.4	-0.8	-7.8	-4.0	-0.8	-0.4	-2.1	0.1	-3.3	-3.0
O=C(OC1C2C=CC1C1C(=O)NC21)c1ccccc1 (stereo not drawn)	6.8	-2.3	2.0	8.5	1.3	-4.0	-0.2	0.1	-0.8	2.3
COc1ccc(-c2c(C#Cc3ccsc3)c3cc(-c4ccc(OC)c(F)c4)ccc3n2C)cc1	-2.5	-7.1	-9.8	3.1	-9.6	-0.2	2.3	-0.3	2.1	-19.1
N#CCc1ccc(OC(=O)c2ccncc2)cc1	-10.1	1.8	-13.4	-1.2	0.8	-1.8	-10.7	0.3	-1.3	-5.2
CC(C)Oc1cccc(C(=O)C2CCCN(C(=O)c3cc(C4CC4)[nH]n3)C2)c1 (stereo not drawn)	1.0	-1.6	-14.2	1.9	1.4	3.3	-0.6	-0.4	-8.9	2.6
Cc1ccc(C(=O)OCC(=O)N2c3ccccc3NC(=O)C2(C)C)cc1S(=O)(=O)N1CCCCC1	3.8	-2.8	1.3	0.5	-45.0	-1.0	5.4	-0.3	-1.6	-18.2
CN(Cc1ccccc1)C(=O)CCn1c(=O)c2cccn2c2cccnc21	0.3	1.5	-14.1	8.3	3.4	-3.6	-21.6	-0.6	-13.0	-15.4

Two entries from above, with values under each structure:
Values in the order – DDE Tn7 FP inh | ADAM17 inh | ASAP1 inh | ARFGAP1 inh | PLCg1 inh | LEDGF integ inh | TDP2 inh | proKLK7 act | DDE Tn6 FP inh | ADAM10 inh
> COc1ccc(CCC(=O)NC(C)C2CCCO2)cc1 (stereo not drawn)
  -7.8 | 0.8 | 3.4 | -4.9 | -0.6 | 4.2 | -1.7 | 0.2 | 7.6 | -1.7
> C(=NN=Cc1c[nH]c2ccccc12)c1c[nH]c2ccccc12
  7.7 | -0.4 | 11.2 | 13.9 | -1.3 | -1.2 | -7.4 | 0.4 | -4.8 | -10.5

Source: PubChem BioAssay
